NPY-Y1 PAM-ag: NPY-Y1 receptor potentiators or agonists, primary screen, cell-based. actives 0.37% (n = 220,000). Neuropeptide Y receptor type 1 (Homo sapiens), P25929. NPY-Y1 expressing cells, potentiator/agonist activation. activation, % at 3.6 µM. AID 1304, 2008; in the data active = activation above about 33%, passing the limit was not always enough;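 also: cells stimulated with NPY at EC10 then isoproterenol at EC100; 0% = low agonist plus stimulus and 100% = saturating agonist plus stimulus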
Target sequence (P25929 whole entry, looked up): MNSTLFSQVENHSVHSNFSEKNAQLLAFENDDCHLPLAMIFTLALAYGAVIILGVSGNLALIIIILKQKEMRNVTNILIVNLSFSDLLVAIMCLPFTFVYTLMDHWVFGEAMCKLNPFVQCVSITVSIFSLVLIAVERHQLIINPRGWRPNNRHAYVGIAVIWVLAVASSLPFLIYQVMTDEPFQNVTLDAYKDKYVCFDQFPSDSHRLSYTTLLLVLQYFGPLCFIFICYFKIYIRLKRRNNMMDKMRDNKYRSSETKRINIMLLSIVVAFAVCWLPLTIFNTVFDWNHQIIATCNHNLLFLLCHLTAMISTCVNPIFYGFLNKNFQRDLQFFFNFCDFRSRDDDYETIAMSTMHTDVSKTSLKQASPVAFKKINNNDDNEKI
NPY2 pot ag: NPY-Y2 potentiators or agonists, primary screen, cell-based | Neuropeptide Y receptor type 2 (Homo sapiens), P49146 | cells expressing NPY-Y2, potentiator/agonist read-out | activation, % at 3.6 µM | actives 0.45% (n = 220,000) | AID 1359, 2008; in the data active = activation above about 27%;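 also: cells stimulated with NPY near EC25 plus isoproterenol at EC100; 0% = vehicle plus submaximal agonist and 100% = vehicle plus saturating agonist; some results beyond the cut were filed as inactive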
RBBP9 inhibitor: human RBBP9 inhibitors, primary screen, biochemical, fluorescence polarization, FP-Rh probe, HTS | Serine hydrolase RBBP9 (Homo sapiens), O75884 | recombinant RBBP9 | inhibition, % at 7.94 µM | actives 0.2% (n = 220,000) | AID 1515, 2009;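 active = inhibition above the campaign mean of all tested compounds plus 3 SD, cut at about 14% in these data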;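 also: plate controls were DMSO wells with RBBP9 for no effect and wells lacking RBBP9 protein for full effect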
Target sequence (O75884 whole entry, looked up): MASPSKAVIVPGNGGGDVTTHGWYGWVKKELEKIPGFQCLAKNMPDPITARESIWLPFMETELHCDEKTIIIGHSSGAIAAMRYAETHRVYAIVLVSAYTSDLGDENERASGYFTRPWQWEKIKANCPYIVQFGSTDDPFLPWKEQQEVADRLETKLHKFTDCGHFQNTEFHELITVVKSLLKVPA
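Controls: DMSO-treated enzyme wells and wells lacking RBBP9 | Material: RBBP9 protein | Technique: Fluorescence polarization | Replication: Single well per compound, no replicates | Buffer or medium: Tris-NaCl-Pluronic buffer, pH 8.0 | Timing: 30 min compound preincubation, 45 min probe labeling, 25 °C | Read-out basis: Percent inhibition from mP, scaled between DMSO and no-protein wells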
p97 inhibitor: inhibitors of human p97 ATPase, primary screen, biochemical. Transitional endoplasmic reticulum ATPase (Homo sapiens), P55072. inhibition, % at 8 µM. actives 0.42% (n = 220,000). recombinant p97 ATPase, Kinase-Glo ATP luminescence, 3 h; in the data active = inhibition above about 15%;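 also: 0% = DMSO vehicle and 100% = wells lacking enzyme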
Runt-SMMHC FRET: inhibitors of RUNX1 Runt–CBFb-SMMHC binding, primary screen, biochemical, FRET, Cerulean-Runt, Venus-CBFb-SMMHC, uHTS; AID 1434, 2008; Runt-related transcription factor 1 (Homo sapiens) + Core-binding factor subunit beta …; Cerulean-Runt/Venus-CBFb-SMMHC FRET ratio 530/480, 1 h; actives 0.74% (n = 220,000); inhibition, % at 20 µM;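 active = mean inhibition across duplicate retests at 20 µM reaching about 50%, limit read from the data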;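 also: 0% = DMSO wells and 100% = wells with excess untagged CBFb-SMMHC; inhibitors lower the FRET ratio by blocking Runt binding to CBFb-SMMHC; some results filed as inactive read as strong as hits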
NPY Y1 blocker: NPY-Y1 receptor antagonists, primary screen, cell-based; AID 1040, 2008; inhibition, % at 3.6 µM; actives 1% (n = 200,000); HEK293-CNG Y1 cells, membrane potential fluorescence; NPY at EC95, then isoproterenol; Neuropeptide Y receptor type 1 (Homo sapiens), P25929;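 active = inhibition above the campaign mean inhibition of all tested compounds plus 3 SD, cut at about 20% in these data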;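 also: 0% = DMSO wells given NPY plus isoproterenol and 100% = isoproterenol alone without NPY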
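Material: HEK293 Y1/CNG channel cell line; also added: NPY (25 nM), isoproterenol (1 µM), Ro 20-1724 (25 µM); doses: one concentration, 3.6 µM, in 0.4% DMSO; schedule: compound incubation 1 h at room temperature, readout 45 min post-stimulation; technique: membrane potential fluorescence; measure: fluorescence ratio normalized to % inhibition between controls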
Runt-CBFb FRET: inhibitors of RUNX1 Runt–CBFb binding, primary screen, biochemical, FRET, Cerulean-Runt, Venus-CBFb, uHTS | Runt-related transcription factor 1 (Homo sapiens) + Core-binding factor subunit beta … | Cerulean-Runt/Venus-CBFb FRET ratio 530/480, 1 h | inhibition, % at 20 µM | actives 0.46% (n = 220,000);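 active = inhibition over about 50% at 20 µM in the single-dose screen, limit read from the data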;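 also: 0% = DMSO wells and 100% = excess unlabeled CBFb competitor control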
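Assay system: Cerulean-Runt domain / Medium: Tris 50 mM pH 7.5, KCl, K2SO4, 0.01% BSA / Timing: protein complex preformed 1 h, compound exposure 1 h, room temperature, dark / Measured by: FRET, excitation 422 nm, emission at 530 and 480 nm / Evaluation: loss of energy transfer signal / Control set: 5 µM unlabeled CBFb as full-inhibition high control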
Mdm2 ligase inh: MDM2-luciferase reporter signal enhancers, primary screen, MDM2 E3 ligase inhibitor project, cell-based, luminescence, 1536-well | E3 ubiquitin-protein ligase Mdm2 (Homo sapiens), Q00987 | cell-based MDM2 ubiquitination luciferase reporter, 2 h; 0 = plate control, 100 = twice control, blank-subtracted | signal enhancement, % at 5 µM | actives 0.11% (n = 210,000) | AID 1230, 2008;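 active = signal enhancement of 30% or more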;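 also: luminescence tracks abundance of the self-degrading MDM2-luciferase fusion protein; higher signal means inhibition of MDM2 E3 ligase activity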
Target sequence (Q00987 whole entry, looked up, the tested form may be a part): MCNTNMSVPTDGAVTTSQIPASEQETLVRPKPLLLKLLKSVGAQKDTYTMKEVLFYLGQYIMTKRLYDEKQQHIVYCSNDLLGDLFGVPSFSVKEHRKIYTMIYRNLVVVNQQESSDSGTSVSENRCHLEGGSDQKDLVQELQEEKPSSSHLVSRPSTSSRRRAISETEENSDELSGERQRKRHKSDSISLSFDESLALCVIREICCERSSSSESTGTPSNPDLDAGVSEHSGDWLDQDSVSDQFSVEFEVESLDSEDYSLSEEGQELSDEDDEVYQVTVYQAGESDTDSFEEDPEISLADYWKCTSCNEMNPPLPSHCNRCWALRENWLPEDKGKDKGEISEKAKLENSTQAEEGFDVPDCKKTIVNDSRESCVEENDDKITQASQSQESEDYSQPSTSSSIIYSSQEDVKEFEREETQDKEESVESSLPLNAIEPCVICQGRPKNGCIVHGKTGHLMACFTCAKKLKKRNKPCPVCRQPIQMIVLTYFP
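Test system: mammalian cells stably expressing self-ubiquitinating, self-degrading MDM2 E3–luciferase fusion; Amount: 2000 cells in each well; Medium: DMEM; Schedule: 4 h settle plus 2 h compound, 37 °C; Technique: SteadyLite luciferase luminescence after 15 min room-temperature reagent incubation; Benchmarks: plate control and blank wells.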
Hck Nef HTS: inhibitors of Nef-activated human Hck kinase, primary screen, biochemical, Z-Lyte FRET, 384-well, Hck-YEEI; Tyrosine-protein kinase HCK (Homo sapiens), P08631; Recombinant Hck-YEEI plus Nef, Z-Lyte FRET kinase assay; inhibition, % at 20 µM; actives 0.68% (n = 220,000); AID 463187, 2010;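 active = Hck-Nef kinase inhibition above about 50%, limit read from the data; inactive = inhibition below that limit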;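 also: 0% = DMSO with Hck plus Nef and 100% = Hck alone without Nef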
* = called active by the depositor; . = not tested or not shown.

| compound | NPY-Y1 PAM-ag | NPY2 pot ag | RBBP9 inhibitor | p97 inhibitor | Runt-SMMHC FRET | NPY Y1 blocker | Runt-CBFb FRET | Mdm2 ligase inh | Hck Nef HTS |
| --- | --- | --- | --- | --- | --- | --- | --- | --- | --- |
| CCOc1ccc(C(C)(C)C)cc1S(=O)(=O)N1CC(C)OC(C)C1 (configuration not stated) | 8 | 2 | -5 | 0 | 2 | 7 | 0 | -12 | -2 |
| COc1ccc(NC(=O)C(CCSC)NC(N)=O)cc1Cl (configuration not stated) | -1 | -1 | -8 | -2 | 0 | -1 | 0 | 5 | 21 |
| C[C@]12CCC(=O)C=C1CC[C@@H]1[C@@H]2C(=O)C[C@@]2(C)[C@H]1CC[C@]2(O)C(=O)CO | -13 | 14 | 2 | 6 | 2 | 6 | -1 | . | -5 |
| Clc1ccc(OCCN2CCOCC2)cc1Cl | -12 | 8 | -6 | 1 | -5 | -3 | 0 | -5 | -13 |
| COc1ccccc1C(=O)N1CCCC1(C#N)c1ccccc1 (configuration not stated) | 3 | -7 | 2 | 2 | 0 | 8 | 1 | -5 | -1 |
| O=C(NCc1ccc2c(c1)OCO2)C1Cc2ccccc2CN1C(=O)c1ccco1 (configuration not stated) | 4 | -5 | -15 | 5 | 6 | 2 | 0 | -5 | 22 |
| O=S(=O)(Nc1nc2ccccc2nc1Cl)c1ccc(F)cc1 | 14 | 1 | -10 | 7 | 0 | . | 0 | -15 | 11 |
| COc1ccc(OCCCC(=O)Nc2ccc(N3CCCCC3)cc2)cc1 | 10 | 12 | -9 | -4 | 5 | 10 | 2 | 9 | 3 |
| Cc1cc(C)c(C)c(S(=O)(=O)NC(C)C(=O)O)c1C (configuration not stated) | 7 | 14 | -2 | 5 | -1 | . | 2 | -6 | 22 |
| Cc1ccc(Nc2nc(-c3sc(NC(=O)c4ccccc4)nc3C)cs2)cc1 | -11 | 13 | -3 | 0 | 5 | -2 | 4 | -24 | 4 |
| O=C(CN1C(=O)c2ccccc2C1=O)N1CCN(C2c3ccccc3-c3ccccc32)CC1 | -4 | 1 | -5 | 6 | 0 | -1 | -2 | 4 | 2 |
| O=C(CS(=O)CC(=O)Nc1ccc(Cl)cc1)NCC1OCCc2ccccc21 (configuration not stated) | 6 | 8 | -5 | 3 | -2 | 1 | 0 | -11 | 0 |
| COc1ccc(/C=N/n2cncn2)cc1Cn1nc(C)c([N+](=O)[O-])c1C | -3 | 4 | -8 | 5 | -3 | . | 2 | -5 | 3 |
| Cc1c(Cc2ccccc2)c(=O)n2c([nH]c3ccccc32)c1C#N | -6 | 24 | 1 | -2 | 2 | . | -2 | -9 | 25 |
| CCN(Cc1ccccc1)S(=O)(=O)c1cc(C(=O)NCCCN(C)C)ccc1OC | 7 | -12 | -6 | 4 | -2 | -2 | 1 | -9 | 25 |

Further structures.
| compound | NPY-Y1 PAM-ag | NPY2 pot ag | RBBP9 inhibitor | p97 inhibitor | Runt-SMMHC FRET | NPY Y1 blocker | Runt-CBFb FRET | Mdm2 ligase inh | Hck Nef HTS |
| --- | --- | --- | --- | --- | --- | --- | --- | --- | --- |
| CSc1ccc(/C=C(/NC(=O)c2ccccc2)C(=O)N2CCN(C)CC2)cc1 | -3 | 2 | 8 | 6 | -1 | 1 | 3 | -9 | 21 |
| COc1cc(CC(=O)Nc2cccc(SC)c2)cc(OC)c1OC | 12 | 5 | -5 | 5 | -3 | 15 | -2 | -18 | -2 |
| c1ccc(-c2csc(Cc3nnc4n3CCCCC4)n2)cc1 | 8 | 12 | -11 | -8 | 1 | 0 | 0 | 1 | 0 |
| Cc1cc(C(=O)Nc2nnc(-c3ccccc3)s2)no1 | -4 | -12 | 8 | 3 | -7 | 11 | -2 | 5 | 2 |
| COCC(C)NC(=O)NC1(C(F)(F)F)Oc2ccc(Cl)cc2O1 (configuration not stated) | 18 | 20 | -1 | 1 | 0 | 0 | 3 | -30 | 3 |
| O=S(=O)(NCC(Nc1ccc(Cl)cc1)c1ccccc1)c1ccc(Cl)cc1 (configuration not stated) | 29 | 19 | -2 | 9 | -2 | 2 | 0 | -19 | 3 |
| CN1CCc2c(sc3c2c(=O)n(-c2ccccc2)c2nnc(SCc4ccccc4)n32)C1 | 0 | -2 | -9 | -2 | 3 | 2 | 4 | -8 | -3 |
| O=C(CN1C(=O)C2CC=CCC2C1=O)Nc1ccc(-c2nnc3n2CCCCC3)cc1 (configuration not stated) | -8 | -9 | -4 | -3 | -4 | 2 | -2 | 13 | -4 |
| CCOC(=O)CCC(=O)NNC(=O)COc1ccc(C(C)C)cc1Br | 14 | -6 | 3 | 5 | 1 | 1 | -1 | . | 9 |
| O=C(NCCc1ccc(Cl)cc1)C1CCCN(S(=O)(=O)c2cnc[nH]2)C1 (configuration not stated) | 22 | 0 | -4 | 3 | -6 | 8 | 0 | -12 | 0 |
| O=C(CSc1ncnc2c1oc1ccccc12)Nc1cccc(C(F)(F)F)c1 | -28 | -22 | -6 | -2 | -4 | 11 | 0 | -18 | 0 |
| C/C(=N\Nc1nc2ccccc2s1)c1ccc2c(c1)OCO2 | -13 | -9 | 6 | -2 | 8 | 35* | -1 | -9 | 0 |
| Cc1cc(-c2nnnn2-c2ccc(C(F)(F)F)cc2)no1 | 13 | -8 | 2 | 2 | 1 | . | -1 | -12 | 8 |
| CCCCCCOc1ccc(C(CC(=O)NC)C(=O)O)cc1 (configuration not stated) | 15 | 8 | -4 | -1 | -1 | -2 | -1 | -12 | 17 |
| CCCc1ccc(C(=O)/C=C/N(C)C)cc1 | 7 | -2 | -2 | 2 | 3 | 1 | -1 | -29 | 7 |

Going on with the list:
| compound | NPY-Y1 PAM-ag | NPY2 pot ag | RBBP9 inhibitor | p97 inhibitor | Runt-SMMHC FRET | NPY Y1 blocker | Runt-CBFb FRET | Mdm2 ligase inh | Hck Nef HTS |
| --- | --- | --- | --- | --- | --- | --- | --- | --- | --- |
| CCN(CC)CCNC(=O)c1ccccc1N | -9 | 1 | 0 | 1 | -2 | -6 | -1 | -17 | -7 |
| CC(CN1CCCC1)C(=O)NN (configuration not stated) | -4 | -8 | -15 | -4 | 0 | -2 | -1 | -45 | -4 |
| Cc1ccc(NC(=O)c2cc(NC(=O)c3ccco3)ccc2N2CCCCC2)cc1 | -33 | -25 | -3 | -7 | 0 | 3 | -4 | -3 | 4 |
| CCOC(=O)NC(NCc1cccc(C(F)(F)F)c1)(C(F)(F)F)C(F)(F)F | 12 | 13 | 2 | 3 | -8 | 5 | -3 | 9 | 6 |
| COc1ccc(-n2cc(CN(C)C3CCOCC3)c(-c3cccc(F)c3)n2)cc1 | -9 | 9 | -3 | 1 | 0 | 5 | 0 | -10 | 8 |
| CC(C)(C)NCC(O)CON=C1c2ccccc2-c2ccccc21 (configuration not stated) | 104* | 100* | 0 | 4 | 1 | -5 | 1 | . | 10 |
| COC(=O)C1CCN(C(=O)c2ccc(OC3CCN(Cc4ccccn4)CC3)cc2)CC1 | -1 | -4 | 2 | 5 | 0 | -4 | -1 | -4 | 4 |
| Cc1nnc2sc(SCC(=O)Nc3ccc(Br)cc3)nn2c1=O | 3 | -3 | -5 | 3 | 1 | 0 | -1 | 0 | 14 |
| CCOC(=O)CSc1nc2sc3c(c2c(=O)n1CC)CC(C)(C)OC3 | -7 | -36 | -9 | -4 | -2 | 8 | -4 | -7 | -1 |
| O=C(NC(N1CCCCCC1)C(Cl)(Cl)Cl)c1ccccc1Cl (configuration not stated) | 17 | -7 | -6 | 3 | -2 | 1 | 0 | 4 | 9 |
| Cc1sc(NC(=O)c2ccco2)nc1-c1ccccc1 | 9 | 2 | -9 | 7 | 1 | -4 | -1 | -34 | 2 |
| Cc1nn(CC(O)COc2ccc3c(c2)CCC3)c(C)c1Br (configuration not stated) | 8 | -16 | -6 | -2 | 0 | 7 | -2 | -21 | 1 |
| Cc1cccc(NCC(=O)N/N=C\c2ccccn2)c1 | 5 | 5 | -6 | 5 | 8 | 6 | 2 | -14 | 25 |
| O=C(COc1ccccc1)NC(=S)Nc1ccc(Br)cn1 | -31 | -33 | -4 | -1 | -3 | . | -1 | -10 | 5 |
| Cc1ccc(NC(=O)CCC(=O)NNC(=O)C(C)(C)C)c(C)c1 | 6 | 3 | -3 | 3 | -5 | -4 | -1 | -10 | 4 |
| CS(=O)(=O)N(CC(=O)Nc1ccccc1)Cc1ccc(Cl)cc1 | 4 | 15 | -3 | 1 | 3 | 3 | 2 | -19 | -2 |
| O=C(NN=C1CCC(c2ccccc2)CC1)c1ccccc1-n1cccc1 (configuration not stated) | 10 | 11 | -5 | 1 | 2 | 3 | -1 | -5 | 4 |
| O=C(CCN(NC(=O)c1ccccc1)C1=NS(=O)(=O)c2ccccc21)NC1CCCCC1 | -14 | 5 | -3 | 5 | -5 | 2 | 0 | -7 | 4 |

High-throughput results: PubChem BioAssay, several laboratories
